Screening data deposited in PubChem BioAssay by several laboratories.
14-3-3 Bad inh – disrupts binding of bovine 14-3-3 zeta to phospho-Bad peptide; P63103; AID 781; TR-FRET 14-3-3zeta/Dy647-pBad peptide displacement, 1 h; hit rate 0.71% among 220,000; inhibition, % at 21.7 µM;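 active means inhibition above about 70%, limit read from the data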;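 further: 0% = full 14-3-3 plus peptide FRET controls and 100% = background without 14-3-3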
Target sequence (P63103 whole entry, looked up): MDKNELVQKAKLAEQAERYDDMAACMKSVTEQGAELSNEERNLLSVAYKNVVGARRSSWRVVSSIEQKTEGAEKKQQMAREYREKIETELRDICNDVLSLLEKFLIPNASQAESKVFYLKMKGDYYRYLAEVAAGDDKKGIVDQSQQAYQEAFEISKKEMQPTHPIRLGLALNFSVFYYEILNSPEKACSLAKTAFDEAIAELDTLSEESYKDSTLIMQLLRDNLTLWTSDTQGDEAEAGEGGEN
Thrombin inh – blocks human thrombin protease activity; alpha-thrombin, Boc-VPR-AMC fluorogenic substrate cleavage; inhibition, % at 5 µM; hit rate 0.26% among 220,000;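 active means inhibition at or above 40%; inactive means inhibition below 40%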;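 further: 0% = enzyme with no compound and 100% = wells without enzyme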
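Material: Human alpha-thrombin protein | Buffer or medium: pH 7.5 Tris-saline with Tween 20 | Reagent: Boc-VPR-AMC substrate, 15 µM final | Schedule: Reaction at ambient temperature | Detection: AMC fluorescence at 355 nm excitation and 460 nm emission | Evaluation: Percent inhibition scaled between no-compound controls and no-enzyme blanks | Controls: no-compound enzyme wells and no-enzyme blanks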
p47phox inh – inhibitors of human p47phox binding | p47phox/p22phox peptide binding, fluorescence polarization, 2 h | inhibition, % at 24.7 µM | hit rate 0.53% among 220,000;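 further: 0% = p47phox with labelled peptide and 100% = labelled peptide alone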
Target sequence (P14598 whole entry, looked up): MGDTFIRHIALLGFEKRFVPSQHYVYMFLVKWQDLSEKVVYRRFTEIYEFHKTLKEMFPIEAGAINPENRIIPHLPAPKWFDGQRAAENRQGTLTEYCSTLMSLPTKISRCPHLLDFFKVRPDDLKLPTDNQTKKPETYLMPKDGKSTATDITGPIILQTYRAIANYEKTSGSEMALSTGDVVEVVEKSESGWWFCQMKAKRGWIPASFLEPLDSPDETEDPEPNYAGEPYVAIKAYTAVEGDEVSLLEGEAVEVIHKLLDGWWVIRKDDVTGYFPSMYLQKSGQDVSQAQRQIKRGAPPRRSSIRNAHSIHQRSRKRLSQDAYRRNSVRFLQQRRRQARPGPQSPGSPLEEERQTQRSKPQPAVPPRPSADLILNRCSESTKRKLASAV
eIF4E 4G PPI – blocks eIF4E binding to eIF4G; P63073+Q04637; TR-FRET eIF4E-eIF4GI(517-606) binding, 2 h; inhibition, % at 21.7 µM; hit rate 0.37% among 220,000;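 further: 0% = full FRET control wells and 100% = background wells lacking eIF4GI fragment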
Cl transport mod – modulates chloride dependent transport by human KCC2; KCC2 cells, thallium flux FluoZin-2 fluorescence; B-score of Tl+ flux slope (higher = more flux/activation; lower = inhibition) at 10 µM; hit rate 2.2% among 190,000;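 active means thallium flux slope and its plate-corrected score both differing from the plate sample mean at a set confidence after two filtering rounds, in either direction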;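 further: slope of fluorescence scaled to starting intensity during 10 to 20 s after thallium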
EBV gp42 inh – blocks Epstein-Barr virus glycoprotein 42 binding. hit rate 0.42% among 220,000. Q1HVG2. AID 1085. inhibition, % (tested at 21.74 µM). Fluorescence polarization binding assay, mP read-out; in the data active means inhibition above about 50%
Target sequence (Q1HVG2 whole entry, looked up): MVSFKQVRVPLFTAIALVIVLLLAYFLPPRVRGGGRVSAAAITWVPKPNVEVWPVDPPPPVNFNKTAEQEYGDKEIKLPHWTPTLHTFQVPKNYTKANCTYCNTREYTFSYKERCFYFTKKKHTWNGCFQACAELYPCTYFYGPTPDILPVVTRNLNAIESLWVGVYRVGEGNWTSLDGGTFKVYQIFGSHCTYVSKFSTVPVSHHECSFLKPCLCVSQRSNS
Rad51 HR inh – Rad51 (human) homologous recombination inhibition. Q06609. hRad51 DNA strand exchange, fluorescence dequenching. inhibition, % at 10 µM. hit rate 0.085% among 200,000. AID 1385;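 active means inhibition above 40% at the single screening dose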;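 further: 0% = DMSO control wells and 100% = blanks with heterologous ssDNA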
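Material: hRad51 filaments on single-stranded DNA; Reagent: Donor/quencher-labelled 47-bp dsDNA substrate; Compound: 10 µM final, single point; Schedule: 37 °C 15-min filament assembly, 30-min compound preincubation, 15-min exchange; Technique: FRET fluorescence, excitation 485 nm, emission 520 nm; Benchmarks: control wells and blank wells on each plate.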
KLK5 inh – inhibitors of human kallikrein 5; inhibition, % at 5 µM; recombinant hK5, fluorogenic AMC substrate cleavage; hit rate 0.59% among 210,000; AID 873;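 active means inhibition of 40% or more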;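 further: 0% = enzyme controls without compound and 100% = no-enzyme blanks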
Target sequence (Q9Y337 67-293 limits assumed): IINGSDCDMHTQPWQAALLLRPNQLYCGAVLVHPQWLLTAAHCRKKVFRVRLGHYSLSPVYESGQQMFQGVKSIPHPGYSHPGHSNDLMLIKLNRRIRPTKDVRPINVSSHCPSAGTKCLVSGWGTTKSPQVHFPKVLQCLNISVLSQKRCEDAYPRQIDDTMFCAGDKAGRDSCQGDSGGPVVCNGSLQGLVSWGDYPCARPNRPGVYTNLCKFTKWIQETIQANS
Furin inh – blocks human furin protease activity. hit rate 0.061% among 220,000. P09958. AID 463115. purified furin, fluorogenic substrate cleavage. inhibition, % at 30 µM; in the data active means inhibition above about 25%; further: inactives centre near -15
Starred values were filed as active, the others as inactive; · = not tested or not shown; [ ] = remark or other dose.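 How the source made its calls, unless noted: active means inhibition above about 30% (limit read from the data); inactive means the rest.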 Outcome played no part in choosing rows; overall some 4.7% were active at least once.

SMILES,14-3-3 Bad inh,Thrombin inh,p47phox inh,eIF4E 4G PPI,Cl transport mod,EBV gp42 inh,Rad51 HR inh,KLK5 inh,Furin inh
O=C(Cn1cnc2ccccc2c1=O)c1cccs1,-9.1[fluorescence artefact?],-0.8,-0.4,2.1,0.433,-9.8,-3.3,-10.3,-6.0[20 µM]
CN(C)CCCN=Cc1c(O)n(Cc2ccc3c(c2)OCO3)c(=O)c2ccccc12,-5.3,-3.8,-12.9,-0.3,-0.816,6.4,-0.9,1.0,-15.1
CN(C)c1ccc(/C=N/NC(=O)CCc2c[nH]c3ccccc23)cc1,-4.9,-29.0,15.3,8.9,0.383,6.5,-4.2,-1.5,-19.6
Cc1ccc(-c2nc(S(=O)(=O)c3ccc(F)cc3)c(SCC(=O)NCC3CCCO3)o2)cc1 (stereo unspecified),22.3[fluorescence artefact?],-0.1,20.8,6.0,-0.00905,-9.0,-0.2,-28.1,-19.1[20 µM]
COc1ccc(/C=C/C(=O)NC(=S)NNC(=O)Cc2cccs2)cc1,-5.7[fluorescence artefact?],-0.4,-6.2,-5.3[fluorescence artefact?],1.77,-18.3,·,-240.9,-9.6[20 µM]
Cn1nc(Cc2n[nH]c(=S)n2C)c2ccccc2c1=O,0.2,-3.9,-13.8,3.8,-0.344,-10.1,13.2,-2.1,-20.8
COC(=O)C1=C(O)/C(=C\c2ccc(CNC(=O)C(=O)Nc3ccc(C)c(C)c3)o2)N=C1C,40.4[fluorescence artefact?],4.6,-16.7,-2.5[fluorescence artefact?],·,-13.3,-14.4,3.0,-22.4[20 µM]
CCCCCn1c(CN2CCN(c3cccc(Cl)c3)CC2)nc2c1c(=O)[nH]c(=O)n2C,2.6,5.7,-7.2,6.6,-0.127,-4.4,-4.4,-14.3,-11.7[20 µM]
O=C(O)CCCCCNC(=O)c1ccccc1Br,0.9,-1.8,-10.3,-0.7[fluorescence artefact?],0.272,7.1,-3.5,1.2,-19.5[20 µM]
CN(C)S(=O)(=O)c1ccc(C(=O)NCc2nnc(SCC(=O)Nc3ccc(F)cc3)n2-c2ccc(F)cc2)cc1,-0.4,-3.7,3.3,18.4,4.93,-10.6,-4.1,-7.4,-12.0

SMILES,14-3-3 Bad inh,Thrombin inh,p47phox inh,eIF4E 4G PPI,Cl transport mod,EBV gp42 inh,Rad51 HR inh,KLK5 inh,Furin inh
CCOc1cc(S(=O)(=O)n2cnc(C)c2)ccc1Cl,2.4,·,4.5,-5.0,-0.105,-1.6,-2.8,-0.2,-7.5
Cc1cc(C)nc(N2CCC(C(=O)NNC(=O)Cc3ccccc3)CC2)n1,1.9,-1.8,-4.0,-1.6,·,-12.0,11.2,-0.5,-20.3
COc1ccc(-c2cc(Nc3ccccc3NC(=O)C(F)(F)F)n(CCC#N)n2)cc1,-8.7,-2.6,-4.7,3.3,-0.566,-1.7,9.2,-16.9,-22.9
COc1ccc(CCNC(=O)c2ccc(N3CCCC3=O)cc2)cc1OC,-3.3,-1.1,-3.4,0.4,-2.11,-6.8,0.4,-7.0,26.3*[20 µM]
C=CCNC(=O)c1c(N)n(-c2ccc3c(c2)OCO3)c2nc3ccccc3nc12,-12.3,-3.9,-10.8,-11.1,·,6.0,-4.8,-7.1,-15.4
COP(=O)(OC)c1nc(-c2cccc3ccccc23)oc1N1CCOCC1,4.0,-19.9,-6.5,4.2,0.626,3.1,4.6,-50.5,-193.8
COC(=O)c1cn(-c2ccc(F)cc2)c(=O)c2ccccc12,-10.8,-5.5,-7.9,4.7,-2.02,-11.4,12.4,-10.9,-19.6
O=c1c2[nH]c3ccccc3c2ncn1Cc1ccccn1,-0.9,1.9,-10.7,-0.5,1.07,-9.5,·,-0.3,-11.7
Cc1scc(C(=O)NNC(=S)NCC2CCCO2)c1C (stereo unspecified),-13.1[fluorescence artefact?],1.7,-5.0,0.6[fluorescence artefact?],0.172,-18.2,-0.5,-27.0,-5.2[20 µM]
COCCCNC(=S)NNC(=S)Nc1ccc(OC)cc1,1.2,-1.1,-8.7,-2.4,1.05,-20.1,9.4,4.7,-4.9

Ordered by value in 14-3-3 Bad inh (falling): 3 of the compounds above
SMILES,14-3-3 Bad inh,Thrombin inh,p47phox inh,eIF4E 4G PPI,Cl transport mod,EBV gp42 inh,Rad51 HR inh,KLK5 inh,Furin inh
Cc1cc(C)nc(N2CCC(C(=O)NNC(=O)Cc3ccccc3)CC2)n1,1.9,-1.8,-4.0,-1.6,·,-12.0,11.2,-0.5,-20.3
O=c1c2[nH]c3ccccc3c2ncn1Cc1ccccn1,-0.9,1.9,-10.7,-0.5,1.07,-9.5,·,-0.3,-11.7
C=CCNC(=O)c1c(N)n(-c2ccc3c(c2)OCO3)c2nc3ccccc3nc12,-12.3,-3.9,-10.8,-11.1,·,6.0,-4.8,-7.1,-15.4

(cont.)
SMILES,14-3-3 Bad inh,Thrombin inh,p47phox inh,eIF4E 4G PPI,Cl transport mod,EBV gp42 inh,Rad51 HR inh,KLK5 inh,Furin inh
CCCCOC(=O)c1ccc(NC(=O)Nc2ccc(OC)c(OC)c2)cc1,9.3,-19.1,-15.3,-2.9,0.293,-6.4,2.0,2.3,-19.4[20 µM]
Cc1ccc(-c2ccc(SCC(=O)c3ccccc3)nn2)cc1,-1.8,-7.6,-2.8,-3.3,0.0243,2.6,10.0,1.6,-9.8
CC1(C)C2([N+](=O)[O-])CN3CC1([N+](=O)[O-])CN(C2)C3c1ccccc1 (stereo unspecified),3.9,-2.7,14.1,2.5,-0.0191,6.4,-6.7,-10.2,-10.3[20 µM]
CC1CN(CCC(=O)Nc2ccc3c(c2)CCC3)CC(C)O1 (stereo unspecified),16.0[fluorescence artefact?],-5.5,-13.7,3.2[fluorescence artefact?],·,-16.4,3.7,1.2,-12.8
COc1cc2c(=O)nc3n(c2cc1OC)C(c1ccccc1)N=C(N)N3 (stereo unspecified),-1.4,-0.9,-3.9,4.0[fluorescence artefact?],0.124,-2.0,-6.6,2.1,-21.6[20 µM]
CCCCn1c(=O)c(CCC(=O)OCC(=O)NC(=O)NCCOC)nc2ccccc21,15.2,-1.4,4.5,7.6,0.0227,-4.3,3.9,-9.5,-14.9
Cc1ccccc1NC(=O)CN1C(=O)NC(C)(c2ccc3c(c2)OCO3)C1=O (stereo unspecified),6.2,0.6,5.1,4.3,·,-10.3,-13.3,11.2,-5.0[20 µM]
COc1ccc(-n2ccnc2SCC(=O)NCc2ccc(F)cc2)c(OC)c1,6.0,-4.5,-3.1,-0.4,-0.423,0.1,-3.1,7.5,-14.7
COc1ccc(CCNC(=O)c2csc3c2CCCC3)cc1,-5.4,-7.0,-0.1,-2.5,-1.66,8.8,14.4,-5.2,-21.1
CCC(C(=O)NC1CCCC1)N(C(=O)c1snc(C(N)=O)c1N)c1ccc2c(c1)OCCO2 (stereo unspecified),-13.0[fluorescence artefact?],-3.6,-4.1,6.6[fluorescence artefact?],·,9.2,-10.7,3.1,-15.9

SMILES,14-3-3 Bad inh,Thrombin inh,p47phox inh,eIF4E 4G PPI,Cl transport mod,EBV gp42 inh,Rad51 HR inh,KLK5 inh,Furin inh
Cc1ccc(C)c(NS(=O)(=O)c2cc(C(=O)NCc3ccccn3)ccc2Cl)c1,-0.5,-4.6,-2.8,4.8,-0.0793,-3.3,-3.3,2.0,-12.0[20 µM]
Cc1cc(C(=O)NCCc2ccccc2)ccc1[N+](=O)[O-],8.9,-3.3,-9.6,-5.3,·,-9.7,-0.7,-23.0,-22.4[20 µM]
O=C(CCl)NC(=O)NC12CC3CC(CC(C3)C1)C2,5.6[fluorescence artefact?],-6.6,-0.3,14.9,0.973,-14.5,2.2,-6.6,-24.6
CC1(C)CC(=O)C(C=NCCCn2ccnc2)=C(O)C1,-4.8,-5.5,5.5,-6.0,1.54,-9.2,0.8,-11.7,-24.0
Cc1c(C)c(C)c(CN2CCSCC2)c(C)c1C,-12.1,-6.8,0.4,1.2,·,-4.9,6.3,-6.4,-10.1
COc1ccccc1NC(=O)CCc1nc2ccccc2s1,10.8,0.0,3.5,-1.8,-1.45,-0.9,1.6,5.9,-22.0
C/C(=N/NC(=O)C1COc2ccccc2O1)c1ccco1 (stereo unspecified),2.8,-7.4,9.4,2.4,-0.538,4.6,-4.7,-5.2,-16.0
CCn1c(=O)c2cc(C(=O)N3CCCC3)sc2c2ccccc21,25.6,-1.0,2.8,7.7,-1.23,-5.6,·,3.5,-24.6
Cc1ccc(C)c2[nH]c(=O)c(CN(CC3CCCO3)C(=O)NC3CCCCC3)cc12 (stereo unspecified),9.8,-2.8,-11.0,1.1,-0.114,-7.1,-6.4,0.5,-10.2
Cc1ccc(N=C2c3ccccc3C(=O)C2[N+](=O)[O-])cc1C (stereo unspecified),-12.8,3.8,-6.5,-0.9,-2.63,7.0,39.0,-9.3,-10.8

Reprinted at random: 2 entries already listed.
SMILES,14-3-3 Bad inh,Thrombin inh,p47phox inh,eIF4E 4G PPI,Cl transport mod,EBV gp42 inh,Rad51 HR inh,KLK5 inh,Furin inh
CCn1c(=O)c2cc(C(=O)N3CCCC3)sc2c2ccccc21,25.6,-1.0,2.8,7.7,-1.23,-5.6,·,3.5,-24.6
O=C(CCl)NC(=O)NC12CC3CC(CC(C3)C1)C2,5.6[fluorescence artefact?],-6.6,-0.3,14.9,0.973,-14.5,2.2,-6.6,-24.6

(listing goes on)
SMILES,14-3-3 Bad inh,Thrombin inh,p47phox inh,eIF4E 4G PPI,Cl transport mod,EBV gp42 inh,Rad51 HR inh,KLK5 inh,Furin inh
O=C(COC(=O)c1cncc(Br)c1)NC1CC1,-4.6,2.0,-6.5,0.8[fluorescence artefact?],·,-0.3,-4.9,-4.2,-25.8[20 µM]
CC1CCc2c(sc(/N=C/N(C)C)c2C#N)C1 (stereo unspecified),-3.6,-2.9,-0.2,-0.4,0.722,-10.7,·,-1.0,-9.1
O=C(N/N=C/c1sc(N2CCOCC2)nc1-c1ccccc1)c1cccc(S(=O)(=O)N2CCOCC2)c1,-5.2,-2.5,-56.8,-4.9,-0.0669,-86.5,-36.5,2.5,0.4
NC(=S)n1[nH]c(-c2ccc([N+](=O)[O-])cc2)c(N=Nc2ccc(O)cc2)c1=O,41.7[fluorescence artefact?],3.5,11.7,-9.9[fluorescence artefact?],·,19.2,·,4.3,-16.5[20 µM]
CCN1CC=C2C(C#N)=C(N)C(C#N)(C#N)[C@H](c3cccc(OC)c3OC)[C@H]2C1,·,-3.4,·,·,-0.0128,·,0.7,-5.2,-12.4[20 µM]
CC(=O)Nc1ccc(NC(=O)C(C)OC(=O)c2ccccc2NS(=O)(=O)c2cccs2)cc1 (stereo unspecified),-0.4,-9.2,0.4,-4.7,-2.86,-3.0,6.1,-0.5,-11.8
COCC(=O)N(C)C1(c2nnnn2CCOC(=O)Nc2ccc(Cl)cc2)CCCCC1,-4.6,4.2,-0.6,1.1,-1.37,-2.6,-7.8,9.2,6.4
CN(C)c1oc(COc2ccc(F)cc2)nc1C#N,-2.1,-1.6,-4.0,3.8[fluorescence artefact?],-1.28,-3.0,·,-12.2,-28.7
COc1ccc(CC(=O)OCC(=O)Nc2ccc3c(c2)OCO3)cc1,6.9,11.2,5.1,0.2,0.837,-23.7,-7.2,25.9,-8.4
CCOCCCNC(=O)c1ccc2c(c1)N(Cc1ccccc1)C(=O)CS2=O (stereo unspecified),-1.7,-8.3,-2.6,0.9,-0.611,1.5,13.0,-9.0,-7.2
CCOC(=O)c1c(/N=C/c2ccc(O)cc2O)sc2c1CCC2,-3.1,3.6,-33.0,2.4,0.0171,13.3,·,-3.1,-15.7
COc1ccccc1CCNC(=O)CCSc1nc(-c2ccco2)cc(C(F)(F)F)n1,-4.0[fluorescence artefact?],-2.2,-25.7,-5.0[fluorescence artefact?],-0.465,0.6,8.8,-4.2,-17.6[20 µM]
